# TRPC6 inhibitor: mouse TRPC6 channel inhibitors, primary screen, cell-based, HEK293, membrane potential dye. B-score at 10 µM. Short transient receptor potential channel 6 (Mus musculus), Q61143. actives 1.1% (n = 310,000). ACh-evoked depolarization; active compounds read low;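 active = B-score under library mean minus 3 SD, initial fluorescence not abnormally high, positive integrated signal ratio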;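 note: B-score derived from integrated fluorescence ratio over the kinetic read; more negative B-score means stronger inhibition of depolarization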
# MrgX1 agonist: agonists of human MrgX1 receptor, primary screen, HEK293 cells, Fluo-4 calcium flux; Mas-related G-protein coupled receptor member X1 (Homo sapiens), Q96LB2; Fluo-4 calcium fluorescence, agonist mode; active compounds read high; B-score at 10 µM; actives 0.44% (n = 310,000); AID 588627, 2011;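 active = calcium response B-score plate-corrected fluorescence ratio at least 3 library SD, with starting fluorescence B-score inside 5 SD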
# Target sequence (Q96LB2 whole entry, looked up): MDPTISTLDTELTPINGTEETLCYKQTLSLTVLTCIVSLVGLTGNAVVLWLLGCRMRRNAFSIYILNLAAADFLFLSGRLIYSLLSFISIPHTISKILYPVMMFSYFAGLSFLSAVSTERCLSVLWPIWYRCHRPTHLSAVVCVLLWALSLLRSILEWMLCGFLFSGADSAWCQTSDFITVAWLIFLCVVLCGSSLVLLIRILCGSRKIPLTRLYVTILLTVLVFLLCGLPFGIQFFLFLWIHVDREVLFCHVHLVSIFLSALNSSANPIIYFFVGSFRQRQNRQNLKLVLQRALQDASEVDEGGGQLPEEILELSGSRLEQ
#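 Material – MrgX1-expressing HEK293 cells · Input – 15,000 cells seeded per well · Dosing – compound as first of three additions · Times – overnight seeding, then 1 h dark dye loading · Measured by – kinetic Fluo-4 NW fluorescence of intracellular calcium · Read-out – B-scored fluorescence response ratio · Benchmarks – positive and negative control wells on each plate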
# SKKanGAS inh: S. pyogenes SKKanGAS growth inhibitors in kanamycin, primary screen, streptokinase expression inhibitor project, SKKanGAS strain, BacTiter-Glo luminescence | 6 h | inhibition, % at 7.5 µM | actives 1.3% (n = 300,000) | AID 1662, 2009;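 active = mean replicate score, as percent of positive control median, at least 50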;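 note: strain carries kanamycin resistance gene driven by streptokinase promoter and grows in 40 µg/ml kanamycin; loss of luminescence reflects streptokinase promoter inhibition or plain growth inhibition; 0% = median of DMSO wells and 100% = positive control at its reference dose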
# RGS4 inh: RGS4 inhibitors, primary screen, cell-based, HEK293 M3R inducible RGS4, calcium flux; Fluo-4 calcium flux; active compounds read high; triggered by carbachol at its EC20; B-score at 10 µM; actives 0.45% (n = 310,000);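 active = B-score, a plate-corrected calcium signal, over three deviations above library mean, with baseline fluorescence within five deviations of library mean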;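 note: RGS4 expression induced by doxycycline in cells with stable M3 receptor; B-score is computed from the integrated fluorescence ratio over baseline after carbachol; higher B-score means a larger calcium signal and so more RGS4 inhibition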
# Target sequence (P49798 whole entry, looked up): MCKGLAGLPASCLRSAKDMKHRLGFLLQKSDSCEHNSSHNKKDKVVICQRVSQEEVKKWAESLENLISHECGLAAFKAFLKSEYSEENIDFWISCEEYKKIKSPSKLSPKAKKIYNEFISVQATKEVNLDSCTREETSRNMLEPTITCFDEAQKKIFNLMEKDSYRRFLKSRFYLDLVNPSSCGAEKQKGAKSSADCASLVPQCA
# TMEM16A inh: TMEM16A chloride channel inhibitors, primary screen, cell-based, HTS | Anoctamin-1 (Mus musculus), Q8BHY3 | HEK293 TMEM16A/YFP iodide influx fluorescence, ionomycin | normalized B-score (activity score, 25-100; higher = stronger inhibition) at 10 µM | actives 1.2% (n = 310,000);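 active = ratio plate-corrected score three or more library SD toward inhibition, starting fluorescence score within five deviations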;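 note: score derived from kinetic fluorescence span divided by baseline fluorescence per well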
# MrgX1 antag: antagonists of human MrgX1 receptor, primary screen, HEK293 cells, Fluo-4 calcium flux; Mas-related G-protein coupled receptor member X1 (Homo sapiens), Q96LB2; BAM8-22 antagonism; active compounds read low; B-score at 10 µM; actives 1.3% (n = 310,000);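 active = calcium-response B-score plate-corrected more than 3 library SD below zero, starting fluorescence within 5 deviations, no agonist response on first addition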;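 note: peak minus trough fluorescence over baseline after final BAM8-22 challenge near maximal dose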
# TRPC6 act: mouse TRPC6 channel activators, primary screen, cell-based, HEK293, membrane potential dye; Short transient receptor potential channel 6 (Mus musculus), Q61143; HEK293-TRPC6 membrane potential dye fluorescence; active compounds read high; B-score at 10 µM; actives 0.13% (n = 310,000); AID 2550, 2010;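 active = B-score of the integrated fluorescence ratio above library mean plus 3 SD, and starting fluorescence ratio within library mean plus 5 SD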;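 note: higher score means more depolarization so channel activation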
# MrgX1 PAM: positive allosteric modulators of MrgX1, primary screen, HEK293 cells, Fluo-4 calcium flux; Mas-related G-protein coupled receptor member X1 (Homo sapiens), Q96LB2; FDSS; active compounds read high; B-score at 10 µM; actives 0.63% (n = 310,000); AID 588675, 2011;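 active = plate-corrected calcium response at least 3 library SD above typical, normal starting fluorescence, not activating the receptor alone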;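 note: compound read alongside a low EC10 to EC30 dose of BAM8-22 agonist; peak minus trough fluorescence over baseline measured at the second addition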
# HDAC3 inhib: HDAC3 deacetylase inhibitors, primary screen, biochemical, fluorescence, cell-free homogeneous. Histone deacetylase 3 (Homo sapiens), O15379. recombinant HDAC3, fluorogenic peptide/trypsin coupled. inhibition, % at 8.3 µM. actives 0.15% (n = 320,000). AID 2718, 2010; in the data active = inhibition above about 26%, passing the limit was not always enough
# Target sequence (O15379 whole entry, looked up): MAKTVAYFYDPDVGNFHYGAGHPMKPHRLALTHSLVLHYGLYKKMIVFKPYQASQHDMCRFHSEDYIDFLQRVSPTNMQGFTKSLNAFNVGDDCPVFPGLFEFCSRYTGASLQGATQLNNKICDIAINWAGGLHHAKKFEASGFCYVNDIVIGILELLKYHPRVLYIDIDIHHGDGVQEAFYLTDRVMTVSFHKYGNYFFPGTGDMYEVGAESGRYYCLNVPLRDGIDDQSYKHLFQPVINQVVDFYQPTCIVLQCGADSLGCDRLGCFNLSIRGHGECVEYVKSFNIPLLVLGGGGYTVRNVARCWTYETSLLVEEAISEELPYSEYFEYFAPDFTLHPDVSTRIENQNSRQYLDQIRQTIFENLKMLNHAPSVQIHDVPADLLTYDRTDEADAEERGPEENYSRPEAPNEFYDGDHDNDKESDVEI
# ANO1 activ: TMEM16A chloride channel activators or potentiators, primary screen, cell-based, HTS; Anoctamin-1 (Mus musculus), Q8BHY3; actives 0.3% (n = 340,000); HEK293 TMEM16A/YFP-H148Q/I152L, iodide quench fluorescence; active compounds read low; AID 623877, 2012; B-score at 10 µM;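 active = fluorescence-ratio B-score plate-corrected deviation score at least 3 library SD below zero, with starting fluorescence score within 5 deviations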;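 note: channel opened by trigger with iodide after compound preincubation; score built on the fluorescence ratio of max minus min over baseline; more negative score means more quench and so TMEM16A activation or potentiation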
# RGS4 act: RGS4 potentiators or activators, primary screen, cell-based, HEK293 M3R inducible RGS4, calcium flux. carbachol calcium flux Fluo4; active compounds read low. B-score at 10 µM. actives 0.92% (n = 310,000);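 active = B-score of the integrated calcium signal more than 4 SD below the library mean, with starting fluorescence not abnormally high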;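 note: negative B-score means reduced calcium response which marks RGS4 activation or potentiation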
#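 System: HEK293 FlpIn-TREx cells, stable M3R, doxycycline-inducible RGS4. Timing: overnight RGS4 induction, 30 min dye load 37 °C, 20 min compound RT. Also added: carbachol, ECmax concentration. Measured by: Fluo4 fluorescence kinetic imaging of calcium. Evaluation: integrated calcium ratio converted to B score.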
# * marks the source's active call; other numbers are inactive results; i = inactive; . = no result given.
Molecule | TRPC6 inhibitor | SKKanGAS inh | TMEM16A inh | RGS4 act | RGS4 inh | HDAC3 inhib | ANO1 activ | TRPC6 act | MrgX1 antag | MrgX1 PAM | MrgX1 agonist
CN(C)CCCNC(=O)c1ccccn1 | i | -4.8 | i | i | i | -1.0 | i | i | i | i | i
Cc1ccc(-c2nc(CS(=O)(=O)CC(=O)NCCN3CCCC3)c(C)o2)cc1 | i | 0.1 | i | i | i | -3.5 | i | i | i | i | i
COCC(=O)NC1CCN(CC(=O)Nc2ccc(OC)cc2[N+](=O)[O-])CC1 | i | -6.4 | i | i | i | 1.1 | i | i | i | i | i
COCCn1c(SCC(=O)Nc2ccc(Cl)cn2)nnc1-c1ccncc1 | i | . | i | i | i | -6.9 | i | i | i | i | i
Cc1ccc(NC(=O)Cn2ncn3c(cc4ccccc43)c2=O)c(C)c1 | i | -3.6 | i | i | i | -4.8 | i | i | i | i | i
COc1ccc(C(=O)Nc2c(F)c(F)c(F)c(F)c2F)c(OC)c1 | i | -4.5 | i | i | i | 6.3 | i | i | i | i | i
CCOc1ccc(CC(=O)Nc2sc(Cc3ccccc3)cc2C(N)=O)cc1OCC | i | 1.5 | i | i | i | 10.6 | i | i | i | i | i
Cc1cc(C)cc(Oc2c(C(F)(F)F)oc3cc(OCC(=O)O)ccc3c2=O)c1 | i | 6.7 | i | i | i | 0.6 | i | i | i | i | i
CC(C)CCNC(=O)C(c1cccnc1)N(Cc1ccccc1)C(=O)Cn1nnc2ccccc21 (centres undefined) | i | 2.2 | i | i | i | 3.0 | i | i | i | i | i
N#Cc1ccc(NC(=O)Cn2cnc([N+](=O)[O-])c2)cc1 | i | -0.8 | i | i | i | 1.8 | i | i | i | i | i
CCn1c(=O)c2c(nc3n2CCCN3CCc2ccccc2)n(C)c1=O | i | -2.0 | i | i | i | 0.2 | i | i | i | i | i
CCOc1ccc(N=C2NC(=O)/C(=C/C(=O)OC)S2)cc1 | i | -1.5 | i | i | i | -4.0 | i | i | i | i | i
Cc1cc(C(=O)Nc2nc3c(s2)CCCC3)cs1 | i | 14.5 | i | i | i | 1.4 | i | i | i | i | i
CC/C(=N\NC(=S)NC(C)C)c1ccc(OC(F)F)cc1 | i | -1.7 | i | i | i | -0.7 | i | i | i | i | i
O=C(CNC(=O)c1ccc(Cl)cc1)OCc1nc2ccccc2s1 | i | 5.0 | i | i | i | -7.8 | i | i | i | i | i
COCCNc1oc(-c2ccc(Cl)cc2)nc1C#N | i | -3.4 | . | i | i | . | i | i | . | . | .
N#C/C(C(=O)Oc1ccccc1)=C1\C=Cc2ccccc2N1 | i | 35.6 | i | i | i | -3.9 | i | i | i | i | i
COc1ccc(Cn2c(C)nc3oc4cc(OC)ccc4c(=O)c3c2=O)cc1 | i | 11.8 | . | i | i | . | i | i | . | . | .
Cc1cc(C)c([N+](=O)[O-])cc1-c1ccc(/C=N/NC(=O)c2nonc2N)o1 | i | -2.2 | i | i | i | -2.2 | i | i | i | i | i
COc1ccc(Sc2nc(-c3ccccc3)ncc2OC)cc1 | i | 0.8 | i | i | i | 0.6 | i | i | i | i | i
CSc1ncc(Cl)c(C(=O)Nc2ccc(C)c(C)c2)n1 | i | 2.6 | i | i | i | -2.5 | i | i | i | i | i
CCCc1ccc(-c2csc(NC(=O)Cc3cccs3)n2)cc1 | i | 1.8 | i | i | i | 0.5 | i | i | i | i | i
O=C(c1cc(-c2ccc(O)cc2)on1)N1CCN(c2ccc(F)cc2)CC1 | i | -2.3 | i | i | i | -6.4 | i | i | i | i | i
Cc1ccc2c(c1)nnn2C1CCN(CC(=O)N2CCN(c3ccc(F)cc3)CC2)CC1 | i | 5.5 | i | i | i | -1.1 | i | i | i | i | i
Cc1ccc(-n2c(C)cc(C(=O)CN3CCCCC3)c2C)cc1 | i | -3.3 | i | i | i | 5.5 | i | i | i | i | i
Cc1c(OCC(=O)NCc2cccnc2)ccc2c3c(c(=O)oc12)CCCC3 | i | 3.0 | i | i | i | -9.3 | i | i | i | i | i
O=C(Nc1ccc(F)c([N+](=O)[O-])c1)c1cccs1 | i | -2.6 | i | i | i | -2.0 | i | i | i | i | i
O=C(Nc1cccc(F)c1)C1CCCN(S(=O)(=O)c2cccc3cccnc23)C1 (centres undefined) | i | -12.2 | i | i | i | -0.6 | i | i | i | i | i
CC(=O)Nc1ccc(NC(=O)CSC2=NCCS2)cc1 | i | 1.3 | . | i | i | . | i | i | . | . | .
CC(Cc1cccs1)NC(=O)Nc1ccccc1 (centres undefined) | i | 0.8 | i | i | i | 3.9 | i | i | i | i | i
Cc1ccc(N2C(=O)CC(N3CCN(S(=O)(=O)c4ccccc4)CC3)C2=O)c(C)c1 (centres undefined) | i | -0.2 | i | i | i | 0.7 | i | i | i | i | i
CC(=O)OC(C(=O)N1CCN(c2ccccc2F)CC1)c1ccccc1 (centres undefined) | i | -0.1 | i | i | i | 1.4 | i | i | i | i | i
CCOC(=O)c1cnc(SC)nc1Oc1cccc(NC(=O)c2ccc(Cl)cc2)c1 | i | -14.6 | i | i | i | 0.7 | i | i | i | i | i
O=C1NC2(CCCc3ccccc32)C(=O)N1Cc1nnc(-c2ccccc2Br)o1 (centres undefined) | i | 6.1 | i | i | i | -3.9 | i | i | i | i | i
O=C(c1ccc(N2CCN(C3CC(=O)N(Cc4cccs4)C3=O)CC2)cc1)c1cccnc1 (centres undefined) | i | 5.4 | i | i | i | 4.3 | i | i | -5.1* | 9* | i
COc1ccc(N2CC(C(=O)N[C@@H](C)C(=O)N[C@H](CO)c3ccccc3)CC2=O)cc1 (some centres undefined) | i | 2.2 | i | i | i | -5.3 | i | i | i | i | i
COC(=O)Cn1cnc2c(nnn2Cc2ccc(Cl)cc2)c1=O | i | -2.9 | i | i | i | -1.7 | i | i | i | i | i
COc1cc(OC)cc(C(=O)Nc2cccc(-c3ccc4nncn4n3)c2)c1 | i | -0.5 | i | i | i | -2.1 | . | i | i | i | i
O=C(CCCOc1ccc(Cl)cc1Cl)Nc1ccc(O)cc1C(=O)O | i | 5.8 | i | i | i | -29.6 | i | i | i | i | i
Oc1ccc2ccccc2c1CN1CCN(c2ccccc2F)CC1 | i | 0.5 | . | i | i | . | i | i | . | . | .
CC1CCCN(C(=O)COC(=O)c2ccc[nH]c2=O)C1 (centres undefined) | i | -5.0 | i | i | i | -1.3 | i | i | i | i | i
Cc1cc2cc(CNC(=O)C(C)Oc3ccccc3)ccc2n1C (centres undefined) | i | 3.3 | i | i | i | 2.6 | i | i | i | i | i
COCC(=O)Nc1cc(=O)n(C)c(=O)n1C | i | -1.7 | i | i | i | 4.7 | i | i | i | i | i
Clc1ccc(C2Nc3cccc4cccc(c34)N2)cc1Cl | i | 12.7 | i | i | i | 0.2 | i | i | i | i | i
COCc1nnc(NC(=O)c2ccco2)s1 | i | -5.4 | i | i | i | 1.1 | i | i | i | i | i
COC(=O)c1nnn(CC(=O)Nc2ccc(C)c(F)c2)c1C(=O)OC | i | -3.3 | i | i | i | -0.7 | i | i | i | i | i
COc1cc(/C=C2\S/C(=N/S(=O)(=O)c3ccccc3)NC2=O)c([N+](=O)[O-])cc1OC | i | 68.1* | i | i | 6.79* | 6.4 | i | i | i | i | i
Cc1cc(C(=O)N/N=C2\CCCC(=O)C2)c2ccccc2n1 | i | 2.5 | i | i | i | 1.6 | i | i | i | i | i
O=c1oc(-c2ccccc2NS(=O)(=O)c2ccccc2)nc2ccccc12 | i | -0.5 | i | i | i | -6.4 | i | i | i | i | i
COC(=O)C1=C(C)NC(C)=C(C(=O)OC)C1c1cc2ccc(C)cc2[nH]c1=O | i | 13.8 | i | i | i | 4.6 | i | i | i | i | i
Cc1cc(NC(=O)CSc2nc(=O)cc(N)n2-c2ccc(F)cc2)no1 | i | 0.3 | i | i | i | -11.2 | i | i | i | i | i
Cc1ccc(-c2nnn(CC(=O)NC3CCCc4ccccc43)n2)cc1 (centres undefined) | i | -1.5 | i | i | i | -7.0 | i | i | i | i | i
COCCCNC(=O)C(F)(F)C(F)(F)C(=O)NCCCOC | i | 1.6 | i | i | i | -2.7 | i | i | i | i | i
Cc1ccc(OCC(=O)OCC(=O)Nc2sccc2C(N)=O)cc1C | i | -1.2 | i | i | i | 3.4 | i | i | i | i | i
CS/C(=C\C(=O)c1ccco1)Nc1ccccc1Cl | i | 14.0 | i | i | i | 5.8 | i | i | i | i | i
CCCCOCCCNC(=O)CCCOc1ccccc1 | i | -7.1 | i | i | i | -1.1 | i | i | i | i | i
O=C(CN(C(=O)CCC(=O)Nc1nccs1)c1ccc2c(c1)OCO2)NCC1CCCO1 (centres undefined) | i | 3.3 | i | i | i | 5.4 | i | i | i | i | i
CCOc1ccc(NC(=O)CCc2nnc3ccc(N4CCC5(CC4)OCCO5)nn23)cc1 | i | -3.3 | i | i | i | 3.5 | i | i | i | i | i
CC1CCCN(c2ccc(/C=C(\C#N)c3nn(-c4ccccc4)c(N)c3C#N)cc2[N+](=O)[O-])C1 (centres undefined) | i | 35.2 | i | i | i | -2.0 | i | i | i | i | i

# Screening data as filed in PubChem BioAssay.
